# DRD3 antagonist: blocks the human D3 dopamine receptor. D3R cells, DiscoveRx beta-arrestin luminescence, antagonist mode; hits give low values. max response, negative = inhibition, %. hit rate 2.5% among 360,000. AID 652054. P35462; in the data active = max response below about -50%; inconclusive = no clear call, values can overlap the other calls; note: % is set by controls: 0 for no effect and ±100 for the full control effect; mostly tested at two doses, the higher about 12 µM
# Target sequence (P35462 whole entry, looked up): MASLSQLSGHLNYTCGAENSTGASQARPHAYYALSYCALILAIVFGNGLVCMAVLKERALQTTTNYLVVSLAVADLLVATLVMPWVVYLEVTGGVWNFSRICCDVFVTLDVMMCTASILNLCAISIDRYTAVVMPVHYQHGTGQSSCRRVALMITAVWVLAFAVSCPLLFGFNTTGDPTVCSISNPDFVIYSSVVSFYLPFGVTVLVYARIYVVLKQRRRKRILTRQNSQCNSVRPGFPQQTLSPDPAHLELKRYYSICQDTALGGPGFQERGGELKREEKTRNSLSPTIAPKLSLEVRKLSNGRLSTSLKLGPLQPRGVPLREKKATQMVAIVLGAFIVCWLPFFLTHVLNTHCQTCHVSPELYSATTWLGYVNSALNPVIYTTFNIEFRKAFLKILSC
#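 Cells plated overnight at 1500 cells/well, then exposed to library compounds with dopamine controls for 90 minutes at 37 degrees C. DiscoveRx reagent added for 30–60 minutes at room temperature; luminescence read, quantitative HTS format.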
# DRD3 agonist: D3 dopamine receptor (human) agonism; hit rate 0.58% among 410,000; D3R DiscoveRx beta-arrestin cells, luminescence, 90 min; max activation, %; in the data active = max activation above about 30%; note: 0% is about no effect; mostly tested at two doses, the higher about 12 µM
#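 Agonist-mode cell screen: cells plated at 1500/well and incubated overnight at 37 °C, then exposed to library compounds for 90 min at 37 °C. Detection reagent was added for 30–60 min at room temperature, and luminescence was read.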
# EPAC2 antagonist: EPAC2 (human) antagonism; hit rate 0.18% among 360,000; Potency, µM (doses to about 114 µM), inactives show at the top dose activity, negative = inhibition, actives largely listed as inhibitors; EPAC2 GEF exchange of Rap1B-BODIPY-GDP, fluorescence; AID 720708; Q8WZA2; note: potency is the fitted concentration of half-maximal effect; % is set by controls: 0 for no effect and ±100 for the full control effect; nearly all actives have a fitted effect of over 45% in size; many of its hits are not listed in these tables
# Mm-Cpn inhibitor: inhibitors of Methanococcus maripaludis chaperonin (MmCpn); Potency, µM (titrated, usually from 76.9 µM), for inactives: at the highest dose activity, negative = inhibition, actives largely listed as inhibitors; AID 504842; hit rate 0.031% among 330,000; purified Mm-Cpn ATPase, ADP Transcreener TR-FRET; note: potency is the fitted concentration of half-maximal effect; % is set by controls: 0 for no effect and ±100 for the full control effect; nearly all actives have a fitted effect of over 80% in size
#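 Purified archaeal Mm-CPN (25nM final) preincubated 10 min at 37degC with compound, then 10uM ATP for 30 min at 37degC; ADP measured by HTRF Transcreener TR-FRET; buffer 30 mM TRIS pH 7.4, 100mM KCl, 5mM MgCl2, 1mM DTT.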
# CCT modulator: cytosolic chaperonin activity modulation; purified chaperonin ATPase assay, HTRF ADP detection, 30 min; activity change, % (no concentration beside the values), hits read low; hit rate 0.3% among 360,000; in the data active = activity change below about -30%; note: % is set by controls: 0 for no effect and ±100 for the full control effect
#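 TRiC (40 or 20 nM final, by batch activity) in 30 mM Tris pH 7.4, 100 mM KCl, 5 mM MgCl2, 1 mM DTT was treated with compound at 76 uM single dose, then 10 uM ATP, 30 min at 37 °C. ADP was read by HTRF Transcreener.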
# PTHR1 agonist: agonists of human PTHR1 parathyroid hormone receptor; hit rate 0.075% among 410,000; HEK293 GP2 PTHR1 cells, GloSensor cAMP luminescence, 1 h; Potency, µM (doses to about 115 µM), without a hit: at the top dose activation, usual class: activators; AID 743266; Q03431; note: potency is the fitted concentration of half-maximal effect; nearly all actives have a fitted effect of over 55% in size; some results filed as inactive show a strong effect at the top dose; inactives centre near -15; many of its hits are not listed in these tables
# Target sequence (Q03431 whole entry, looked up): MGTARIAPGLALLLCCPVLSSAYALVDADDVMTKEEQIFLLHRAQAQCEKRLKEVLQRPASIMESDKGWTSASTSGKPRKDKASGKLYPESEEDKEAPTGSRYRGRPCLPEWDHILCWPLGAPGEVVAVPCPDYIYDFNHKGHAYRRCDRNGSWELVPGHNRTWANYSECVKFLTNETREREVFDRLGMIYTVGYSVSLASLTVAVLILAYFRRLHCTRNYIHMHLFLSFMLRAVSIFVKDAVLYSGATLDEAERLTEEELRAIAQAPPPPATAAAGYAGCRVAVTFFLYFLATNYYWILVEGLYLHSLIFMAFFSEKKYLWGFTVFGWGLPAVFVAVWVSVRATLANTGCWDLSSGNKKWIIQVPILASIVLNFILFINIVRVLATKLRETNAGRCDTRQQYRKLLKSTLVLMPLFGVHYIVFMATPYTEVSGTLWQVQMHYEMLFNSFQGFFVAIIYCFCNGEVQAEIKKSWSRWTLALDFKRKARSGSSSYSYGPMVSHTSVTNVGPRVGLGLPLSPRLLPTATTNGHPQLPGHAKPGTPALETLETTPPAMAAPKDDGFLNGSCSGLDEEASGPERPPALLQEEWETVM
#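 HEK-293-derived GP2 cells expressing PTHR1 and a GloSensor cAMP reporter, 3,000/well, plated overnight, given luciferin plus IBMX (each 0.5 mM as added) for 1 h at 37 °C, then compound for 1 h at 37 °C. Luminescence was read after 15 min at room temperature.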
# EPAC2 agonist: agonists of human EPAC2 (RAPGEF4). Potency, µM (doses to about 154 µM), for inactives: at the top dose activation, most hits filed as activators. hit rate 0.079% among 360,000. EPAC2 activation, biochemical qHTS; response scale: 100% = 6.5 mM cAMP response. Q8WZA2. AID 720711; note: potency is the fitted concentration of half-maximal effect; nearly all actives have a fitted effect of over 50% in size
#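 EPAC2 (100 nM) mixed with Rap1B loaded with BODIPY-GDP (250 nM) plus 50 uM unlabeled GDP; compounds pinned in, 5 min RT, then read every 5 min for 30 min (ex 480, em 540 nm). Normalized to cAMP control.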
# Akt phos inh: Akt phosphorylation inhibition; Neuro2A IGF-stimulated pAkt S473 HTRF, 20 min; hits give low values; activity change, % for hits at 50 µM; hit rate 0.32% among 360,000; in the data active = activity change below about -80%; inconclusive = mostly about -51% to -80%; note: % is set by controls: 0 for no effect and ±100 for the full control effect
#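 Neuro2A cells (4,500/well, DMEM with 0.5% FBS) were treated with compound at a single 50 µM final concentration, stimulated with 6 nM IGF for 20 min at 37 °C, and lysed. Phospho-Akt Ser473 was read by HTRF as 665/615 ratio ×10^4.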
# Starred values were filed as active, the others as inactive; i = inactive; ? = inconclusive; . = not tested or not shown; & = joins results of further samples; [ ] = another dose, or the depositor's remark. Unless noted, calls come from the whole dose curve; as a rule, active = well fitted curve in the direction sought with a large enough effect; inconclusive = small, poorly fitted or top-dose-only effect, or another doubt; inactive = no such curve, though single readings can be large; an effect the other way counts as inactive or inconclusive. These rows are one share of the data; the hit share may differ from the screen's.
# Values run as follows: EPAC2 agonist	Akt phos inh	CCT modulator	DRD3 antagonist	EPAC2 antagonist	PTHR1 agonist	Mm-Cpn inhibitor	DRD3 agonist
COc1ccccc1CN(Cc1cccnc1)S(=O)(=O)c1ccc(-n2cnnn2)c(OC)c1
    11%	i	-0.1	-14	-12%	-9%	0%	3
Cn1nc(C(C)(C)C)cc1N1C(=O)CCC1(C)C(=O)Nc1ccc2ccccc2c1 (centres undefined)
    -12%	i	0.4	0	-10%	-22%	.	4
Cc1cc2nc3c(=O)n(C4CCCCC4)c(=O)[nH]c3nc2cc1N
    ?	i	0.3	7	40%[activator]	-6%	-9%	4
O=C(CSc1ccc(-c2ccccn2)nn1)N1CCCC1
    5%	i	-0.8	-10	2%	-2%	0%	3
CCN(C(=O)CSc1nnnn1-c1ccc(Cl)cc1)C1CCS(=O)(=O)C1 (centres undefined)
    5%	i	-2.5	?	7%	-11%	0%	-6
C=CC(C)Sc1nc2c(c(=O)n(C)c(=O)n2C)n1Cc1ccccc1Cl (centres undefined)
    13%	i	0.3	9	?	-16%	1%	5
CC(=O)c1c(C)[nH]c(C(=O)Nc2ccc(Cl)c(S(=O)(=O)N(C)C)c2)c1C
    -7%	i	2.4	-9	0%	-5%	-1%	0
C/C(=N\NC(=O)C(C)Oc1ccc([N+](=O)[O-])cc1)c1ccccn1 (centres undefined)
    -1%	i	-3.4	-106*	3%	i	1%	-90
Cc1nnc(N(Cc2ccco2)C(=O)c2cccc(C#N)c2)s1
    1%	i	-0.1	-25	6%	i	1%	-9
CN(C)c1ccc(CNc2nc3ccccc3n2C)cc1
    10%	i	-0.3	-11	5%	-51%[inhibitor]	.	-2
Cc1ccc(-c2cc3nc(NCCOc4ccccc4Cl)n(C)c(=O)c3s2)cc1
    -2%	i	-3.1	4	-22%	-4%	.	-1
O=C(CN1CCN(C(=O)C2CCCO2)CC1)Nc1c(Cl)cccc1Cl (centres undefined)
    6%	i	-1.1	26	10%	i	-1%	7
CC(=O)C1=C(C)N(Cc2ccccc2)C(=O)N[C@H]1c1cccs1
    4%	i	-1.2	24	0%	-22%	-3%	0
O=C(NC(=Nc1ccccc1)N1CCOCC1)Nc1ccccc1
    3%	i	-2.0	17	15%	?	1%	8
O=S(=O)(c1ccccc1)c1nc(-c2ccc(Cl)cc2)oc1NCCCN1CCOCC1
    7%	i	1.4	?	0%	i	0%	-13
CCOC(=O)c1cc2sccc2n1CC(=O)N1CCc2ccccc21
    0%	.	-3.5	22	3%	-15%[57.5 µM]	1%	-6
C/C(=N/O)c1no[n+]([O-])c1/C(C)=N\O
    11%	i	-2.4	-14	-1%	i	2%	-1
O=C(Cn1ccc2cc(S(=O)(=O)N3CCCC3)ccc21)NCc1ccccc1
    4%	i	1.9	-8	-1%	-1%	0%	-6
COc1cc(CN2C[C@@H](CO)O[C@@H](n3cnc4c(N(C)C)ncnc43)C2)cc(OC)c1OC
    18%	i	-2.0	0	7%	-11%	.	-14
COc1cc(OC)cc(C(=O)NCC(=O)OCC(=O)Nc2ncc(Cl)cc2Cl)c1
    -6%	i	-0.3	12	15%	i	-5%	3
CC1(C)CC2CC(C)(CN2c2ncnc3ccc(Br)cc23)C1 (centres undefined)
    24%	i	0.6	30	5%	-27%	-6%	2
C=CCNC(=O)c1cccc(OC2CCN(CC(C)(C)C)CC2)c1
    -2%	i	0.3	17	6%	i	1%	-10
CCOC(=O)C1=C(COC(=O)c2cc(S(=O)(=O)N(C)C)ccc2C)NC(=O)NC1C (centres undefined)
    3%	i	-0.7	-22	-7%	i	-3%	-1
COC(=O)CCC(=O)N1CCC(Oc2cccc(C(=O)NCc3ccccn3)c2)CC1
    3%	i	1.1	-4	12%	7%	.	-2
Cc1nc(N2CCN(C(=O)c3ccco3)CC2)nc2c1C(=O)CC(C)C2 (centres undefined)
    -1%	i	-1.6	18	1%	i	-1%	10
COc1cc(-c2cc3nc(C)c(C)c(=O)n3[nH]2)cc(OC)c1OC
    -1%	i	-4.8	-28	10%	-24%[57.5 µM]	-1%	-7
Cc1noc(C)c1C(=O)NC(C)C12CC3CC(CC(C3)C1)C2 (centres undefined)
    8%	i	0.2	3	-2%	-18%	1%	-4
O=C(N/N=C/c1ccccn1)c1cc([N+](=O)[O-])cc([N+](=O)[O-])c1
    4%	i	-0.9	-78*	5%	-63%[inhibitor]	3%	-13
Cc1ccccc1NS(=O)(=O)c1ccc(OCC(=O)NCc2cccnc2)cc1
    1%	i	2.4	-1	11%	-9%	0%	0
Cc1cc(C)n(S(=O)(=O)c2ccc(Cl)cc2)n1
    0%	i	1.9	-9	7%	i	0%	1
CC1(C)Cc2c(sc(NC(=O)C(=O)NCCCN3CCOCC3)c2C(N)=O)CO1
    1%	i	0.8	6	3%	i	-4%	-4
Cc1nn(-c2ccccc2)nc1C(=O)NN
    1%	i	1.2	-6	-10%	i	-5%	-13
O=C(/C=C/c1ccccc1)OCC(=O)c1ccc[nH]1
    5%	i	1.5	-6	7%	-13%	0%	5
CCOC(=O)C(C(=O)OCC)C(c1ccccc1)N1CCN(c2ccccc2)CC1 (centres undefined)
    4%	i	-2.7	?	2%	-14%	.	-20
CCN(CC)c1nc(C(F)(F)F)nc2c1nnn2Cc1ccccc1
    0%	i	-4.1	0	-20%	-31%[inhibitor]	1%	1
COc1cccc(CCc2nnc(CCC(=O)NCCc3cccc(C)n3)o2)c1
    20%	i	-2.0	-26	1%	-7%	3%	-7
COc1ccccc1CCc1nnc(CCC(=O)N(C)Cc2cccc3cnccc23)o1
    6%	i	-4.1	-13	-13%	-23%	1%	-4
COc1ccc(SCc2noc(C(=O)NCC3CCCO3)c2C(=O)O)cc1 (centres undefined)
    10%	i	-0.5	5	58%[activator]	-1%	1%	2
CCC(CC)C(=O)Nc1ccc(C(=O)c2ccccc2)cc1
    5%	i	0.5	-29	-6%	i	0%	-17
Cc1ccc(-c2nn(-c3ccccc3)cc2C(=O)N2CCN(C3CCS(=O)(=O)C3)CC2)cc1 (centres undefined)
    5%	i	2.6	2	8%	-9%	-1%	-13
N#CCCn1cc(/C=N/NC(N)=S)c(-c2ccccc2)n1
    3%	i	-1.8	-23	-8%	i	-1%	5
OCCN1CCN(CC(O)COc2ccc(Cl)cc2)CC1 (centres undefined)
    -19%	i	-1.6	?	6%[57.1 µM]	i	0%	0
CC(C)(C)c1nc2ccccc2c2nnc(SCC(=O)NCc3ccco3)n12
    7%	i	-1.6	9	-3%	-7%	0%	9
O=C(Cn1nc2sc3ccccc3n2c(=O)c1=O)c1ccc(Cl)cc1
    4%	i	-1.4	-10	3%	i	1%	-6
O=c1c2cnn(-c3ccccc3)c2ncn1Cc1ccccn1
    3%	i	-5.3	-26	13%	-22%[57.5 µM]	-1%	0
O=C(OCc1cccc(C(F)(F)F)c1)c1cc(S(=O)(=O)N2CCOCC2)ccc1F
    15%	i	0.1	-3	?	-82%[inhibitor]	1%	-11
CCNC(=O)NC(=O)C(C)Sc1ccc2c(c1)OCCO2 (centres undefined)
    3%	i	-0.8	-1	3%	i	0%	1
COCc1nn2c(N)c(-c3ccccc3)cnc2c1-c1ccccc1
    2%	i	-44*	1	3%	-15%	-2%	4
COc1ccc(CCNC(=O)c2cc([N+](=O)[O-])ccc2N2CCOCC2)cc1
    -3%	i	2.1	-9	6%	-21%	-1%	2
Cc1ccc(C(=O)Nc2cccc(C(=O)NC3CCCCC3)c2)cc1
    14%	i	0.3	-18	-3%	-17%	.	-6
CC(=O)c1cccc(OCC(=O)N2CCCc3ccccc32)c1
    7%	i	0.0	5	8%	-23%	0%	-3
C=C(C)C1CC=C(C)/C(=N/NC(=O)COc2ccccc2Cl)C1 (centres undefined)
    7%	i	1.3	5	17%	i	0%	-2
CCOC(=O)/C=C1\SCC(=O)N1CC(=O)NC(c1ccccc1)c1ccccc1
    -3%	i	-1.2	15	13%	-76%	-5%	10
CCCN(CCC)C(=O)c1ccc2c(c1)S(=O)(=O)c1ccccc1C2=O
    -3%	i	-2.2	11	-9%	i	-3%	4
C/C(=N\N=C1\NC(=O)C(CC(=O)NCc2ccccc2)S1)C(C)C (centres undefined)
    2%	i	2.2	9	-5%	i	0%	2
O=C1CN(C(=O)c2cc3ccccc3o2)c2ccccc2N1
    0%	i	-4.2	-24	5%	-7%	1%	-8
O=C(OCC(=O)N1CCCc2ccccc21)c1cnc(Cl)c(Cl)c1
    13%	i	-0.4	-28	-11%	-32%[inhibitor]	1%	1
Oc1cc(NCCN2CCOCC2)cc2cccnc12
    7%	.	.	.	0%	-25%	0%&-1%	.
Cc1c(OC(C)C(=O)NC(Cc2c[nH]c3ccc(O)cc23)C(=O)O)ccc2c1oc(=O)c1ccccc12 (centres undefined)
    -5%	i	0.3	-3	?	-5%	1%	6

# Among those listed so far, 2 have a COOH group.
# Values run as follows: EPAC2 agonist	Akt phos inh	CCT modulator	DRD3 antagonist	EPAC2 antagonist	PTHR1 agonist	Mm-Cpn inhibitor	DRD3 agonist
COc1ccc(SCc2noc(C(=O)NCC3CCCO3)c2C(=O)O)cc1 (centres undefined)
    10%	i	-0.5	5	58%[activator]	-1%	1%	2
Cc1c(OC(C)C(=O)NC(Cc2c[nH]c3ccc(O)cc23)C(=O)O)ccc2c1oc(=O)c1ccccc12 (centres undefined)
    -5%	i	0.3	-3	?	-5%	1%	6

# Look-ups from the results shown:
# O=C(/C=C/c1ccccc1)OCC(=O)c1ccc[nH]1 – DRD3 agonist = 5
# OCCN1CCN(CC(O)COc2ccc(Cl)cc2)CC1 (centres undefined) – CCT modulator = -1.6
# CC(C)(C)c1nc2ccccc2c2nnc(SCC(=O)NCc3ccco3)n12 – EPAC2 antagonist = -3%
# COc1ccc(CCNC(=O)c2cc([N+](=O)[O-])ccc2N2CCOCC2)cc1 – DRD3 antagonist = -9

# Source: PubChem (National Center for Advancing Translational Sciences (NCATS))
